Screening results: PubChem, several laboratories
SMARCA2 activ: SMARCA2 (BRM) function activators, primary screen, cell-based, luminescence, high throughput | MG213 cells, MMTV-luciferase reporter, dexamethasone, overnight | actives 1% (n = 370,000) | activation, % at 9.1 µM; in the data active = activation above about 7.8%;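 also: 0% = vehicle wells and 100% = reference activator wells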
ADAM17 inh: ADAM17 inhibitors, primary screen, biochemical, QFRET | inhibition, % at 6.95 µM | actives 0.83% (n = 370,000) | recombinant ADAM17, EDANS/DABCYL FRET peptide cleavage | Disintegrin and metalloproteinase domain-containing protein 17 (Homo sapiens), P78536;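 active = inhibition above the mean of compounds lying between control limits plus 3 SD, set per campaign, cut at about 8.5% in these data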;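 also: 0% = DMSO-only wells as the low control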
hcDAF12 agonist: H. contortus DAF-12 nuclear receptor activators, primary screen, cell-based, luminescence, HEK293, lit1-tk-luc reporter. HEK293 hcDAF-12 lit1-tk-luc reporter; 0% DMSO, 100% Δ7-dafachronic acid. activation, % at 6.8 µM. actives 1.4% (n = 370,000);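 active = activation above the mean of all tested compounds plus 3 SD, cut at about 5.5% in these data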;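 also: 100% = response to 3 µM Δ7-dafachronic acid high control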
GC-A act: GC-A stimulated cGMP production enhancers – HEK293 GC-A cells, cGMP TR-FRET, EC30 ANP, primary screen; actives 0.14% (n = 370,000); Atrial natriuretic peptide receptor 1 (Homo sapiens), P16066; 0% at EC30 ANP, 100% saturating ANP; activation, % at 10 µM; in the data active = activation above about 40%
Target sequence (P16066 whole entry, looked up): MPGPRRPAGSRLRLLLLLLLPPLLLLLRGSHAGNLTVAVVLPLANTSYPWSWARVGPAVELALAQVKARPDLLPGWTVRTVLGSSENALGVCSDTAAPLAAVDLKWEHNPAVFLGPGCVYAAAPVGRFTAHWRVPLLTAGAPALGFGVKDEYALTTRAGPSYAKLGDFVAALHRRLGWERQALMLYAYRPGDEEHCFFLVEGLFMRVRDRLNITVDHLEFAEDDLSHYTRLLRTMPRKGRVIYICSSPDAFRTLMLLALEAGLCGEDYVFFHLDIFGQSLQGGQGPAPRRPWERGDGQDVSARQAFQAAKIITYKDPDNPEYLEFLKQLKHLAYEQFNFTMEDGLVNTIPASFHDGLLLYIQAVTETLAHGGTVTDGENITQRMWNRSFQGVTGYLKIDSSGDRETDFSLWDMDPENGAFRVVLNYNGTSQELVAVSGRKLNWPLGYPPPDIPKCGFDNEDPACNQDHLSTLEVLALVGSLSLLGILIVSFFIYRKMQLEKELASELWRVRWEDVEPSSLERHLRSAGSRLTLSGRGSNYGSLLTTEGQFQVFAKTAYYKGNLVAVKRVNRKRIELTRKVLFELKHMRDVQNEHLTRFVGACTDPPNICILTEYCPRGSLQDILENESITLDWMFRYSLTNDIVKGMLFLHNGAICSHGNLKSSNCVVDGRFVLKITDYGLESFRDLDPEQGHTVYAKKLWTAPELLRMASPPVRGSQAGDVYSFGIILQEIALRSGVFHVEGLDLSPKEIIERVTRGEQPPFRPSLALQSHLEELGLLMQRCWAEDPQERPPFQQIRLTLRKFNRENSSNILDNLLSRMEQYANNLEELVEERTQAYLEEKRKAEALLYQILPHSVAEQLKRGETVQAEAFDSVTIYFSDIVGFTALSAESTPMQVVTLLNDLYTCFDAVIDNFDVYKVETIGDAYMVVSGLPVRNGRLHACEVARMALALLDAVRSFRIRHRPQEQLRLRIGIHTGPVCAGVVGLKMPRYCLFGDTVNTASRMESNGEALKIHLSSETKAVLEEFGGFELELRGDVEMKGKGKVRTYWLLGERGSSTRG
DAX1 inh-1: DAX1 (NR0B1) inhibitors on StAR promoter, primary screen, cell-based, luminescence, SF-1 (NR5A1), full-length DAX-1; HEK293T StAR-luciferase reporter, SF-1/DAX-1 repression relief; inhibition, % at 6.8 µM; AID 652010, 2013; actives 1.1% (n = 370,000);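 active = inhibition above the mean over all tested compounds plus 3 SD, cut at about 3.6% in these data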;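 also: 0% = DAX-1 cells with DMSO and 100% = cells lacking DAX-1 with DMSO; higher inhibition means more luminescence from relief of DAX-1 repression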
ssDAF-12 act: S. stercoralis DAF-12 nuclear receptor activators, primary screen, cell-based, luminescence, HEK293, GRIP1 co-expression, lit1-tk-luc | actives 1% (n = 370,000) | Nuclear hormone receptor DAF-12 (Strongyloides stercoralis) | activation, % at 6.8 µM | HEK293 ssDAF-12/GRIP1 lit1-tk-luc reporter; % of 3 µM dafachronic acid response;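 active = activation above the mean over all tested compounds plus 3 SD, cut at about 0.9% in these data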;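 also: 0% = DMSO-only wells and 100% = 3 µM delta7-dafachronic acid wells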
FXN GAA850 act: FXN promoter activators, primary screen, cell-based, luciferase luminescence, HEK293 lucGAA850. HEK293 lucGAA850 FXN promoter luciferase reporter, 24 h; percent of 10 µM SAHA response. activation, % at 6 µM. actives 0.56% (n = 360,000). AID 540364, 2011;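 active = activation above the average of all compounds screened plus 3 SD, cutoff fixed separately per campaign, cut at about 7.5% in these data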;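 also: 0% = DMSO wells and 100% = 10 µM SAHA wells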
PG9 Ab binder: binders of HIV-1 gp120 antibody PG9, primary screen, biochemical, TR-FRET; actives 0.43% (n = 360,000); AID 624416, 2012; inhibition, % at 6.7 µM; TR-FRET gp120-PG9 antibody binding; in the data active = inhibition above about 8.5%
hgDAF-12 ag: H. glycines DAF-12 receptor agonists, primary screen, cell-based, luminescence, HEK293, GAL4 fusion, UAS-luciferase | Nuclear hormone receptor DAF-12 (Heterodera glycines), GAL4 fusion | HEK293 GAL4-hgDAF12 UAS-luciferase reporter, agonist luminescence; normalized to butyrate control | activation, % at 6.8 µM | actives 1.8% (n = 370,000) | AID 687014, 2013;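 active = activation above a cutoff set at the mean of all screened compounds plus 3 SD, cut at about 10% in these data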;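 also: 0% = DMSO wells and 100% = sodium butyrate wells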
ADAM10 inh: human ADAM10 inhibitors, primary screen, biochemical, QFRET, HTS. Disintegrin and metalloproteinase domain-containing protein 10 (Homo sapiens), O14672. actives 0.62% (n = 370,000). inhibition, % at 7 µM. recombinant ADAM10, EDANS/DABCYL FRET peptide cleavage, 3 h;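 active = inhibition above a per-campaign cutoff equal to the mean of compounds falling between control-based bounds plus 3 SD, cut at about 20% in these data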;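 also: 0% = DMSO wells while the 100% control is not disclosed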
DAX1 inh-2: DAX1 (NR0B1) inhibitors, primary screen, cell-based, HEK293, Gal4-DAX1, luciferase luminescence; actives 0.99% (n = 340,000); HEK293 Gal4-DAX1 luciferase reporter; AID 504766, 2011; inhibition, % at 6.75 µM;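 active = inhibition above the mean over all tested compounds plus 3 SD, cut at about 4.2% in these data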;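 also: 0% = DAX1-transfected cells with DMSO and 100% = empty-vector control cells with DMSO; inhibition shows as a rise in luminescence from relieved DAX1 repression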
Starred values were filed as active, the others as inactive; x = no result given.

SMILES	SMARCA2 activ	ADAM17 inh	hcDAF12 agonist	GC-A act	DAX1 inh-1	ssDAF-12 act	FXN GAA850 act	PG9 Ab binder	hgDAF-12 ag	ADAM10 inh	DAX1 inh-2
C[C@H](CO)N1C[C@H](C)[C@@H](CN(C)S(=O)(=O)c2ccc(F)cc2)Oc2ccc(NS(=O)(=O)c3ccc(F)cc3)cc2C1=O	1	2	-1.6	-3	0.6	-1.4	0.4	1.1	-0.3	6	0.8
Cc1cc(NC(=O)CS(=O)(=O)c2cn(Cc3cccc(F)c3)c3ccccc23)no1	1	1	-1.7	-9	-1.2	-1.1	-0.1	-0.7	-3.1	6	-2.4
CCC[C@H]1CN(c2ccccc2)C(=O)[C@@H]1CC(=O)NC	-5	-2	-0.5	1	1.7	-0.7	1.1	2.6	1.3	-17	0.5
Cc1cc(C)nc(NS(=O)(=O)c2ccc(NC(=O)c3cc(=O)c4ccccc4o3)cc2)n1	-5	0	-1.1	-26	-0.1	-0.7	2.1	0.0	-0.9	-2	0.0
CCC(SCC(=O)OC)C(=O)Nc1nnc(C(C)C)s1 (stereo not given)	0	1	-0.4	-1	-0.2	-1.1	1.0	3.6	0.2	-9	0.0
COc1ccc(NS(=O)(=O)c2cc(NC(=O)CC(C)(C)C)ccc2N2CCCC2)cc1	-1	-5	-1.3	-5	-1.2	-2.0	0.0	0.8	-0.6	-22	-1.2
O=C(CCN1C(=O)/C(=C/c2ccccc2)SC1=S)NCCCN1CCOCC1	0	0	0.0	-7	-0.1	-0.5	-0.2	-2.0	0.2	-9	-0.6
Nc1cc(=O)[nH]c(SCC(=O)Nc2cccc(Cl)c2)n1	-2	-1	-0.4	-4	0.8	-1.6	3.5	-2.4	1.8	-3	0.3
COC(=O)c1cc(S(=O)(=O)N2CCN(c3cccc(C)c3C)CC2)c[nH]1	-5	6	-3.0	0	-2.1	-1.0	-0.1	-0.9	-2.7	8	-0.5
N#C/C(=N\Nc1ccc(Cl)cc1)C(=O)c1ccccc1	-7	1	-3.0	5	-2.4	-1.5	-1.5	-1.4	-6.1	-6	-1.6
Cc1ccc(NC(=S)NNc2ncc(C(F)(F)F)cc2Cl)c(C)c1	-4	0	-0.9	3	-1.9	-1.9	-3.5	0.3	-3.5	-2	-1.7
CCC(=O)Nc1cc(C)c(NC(=O)CCc2ccccc2)cn1	7	-2	1.9	1	-0.7	-0.8	-0.2	0.5	-0.2	-12	0.1
FC(F)(F)c1cccc(NC(=S)Nc2cccc(NC(=S)Nc3cccc(C(F)(F)F)c3)n2)c1	1	1	1.9	7	-0.6	-0.2	7.3	-1.3	7.3	4	1.7
Oc1ccccc1CNc1nc2ccccc2n1CCN1CCCCC1	1	0	5.2	-29	0.1	-0.1	-4.3	-0.7	6.3	0	0.3
COc1ccc(C)cc1S(=O)(=O)NCC(c1ccco1)N1CCc2ccccc2C1 (stereo not given)	-2	-5	1.1	-12	-0.3	-1.3	0.6	-0.6	-0.6	-6	-0.5
O=C(NCCNC(=O)c1ccco1)c1ccco1	-1	-2	-1.5	0	-0.2	-1.4	-1.2	1.5	0.3	-7	0.6
Cn1ccsc1=NC(=O)c1ccc(CS(C)(=O)=O)cc1	3	-1	1.7	3	1.1	-0.5	1.4	-1.2	0.2	5	0.0
Cc1cc(N2CCCCCC2)nc2ccc(F)cc12	4	-14	-2.4	-3	1.4	-1.4	-3.2	-2.8	1.7	-48	0.1
COc1ccc(C)cc1-n1[nH]nnc1=S	0	-1	1.2	0	-0.3	-0.8	1.5	0.2	0.5	0	-0.8
CC(=O)c1ccc(S(=O)(=O)N2CCCC(N(C)CCc3ccccn3)C2)cc1 (stereo not given)	5	-2	0.0	-5	-0.7	-0.7	1.3	-3.2	0.6	3	0.8
CCC1(C)Cc2c(sc3nnn(CC(=O)Nc4ccccc4C)c(=O)c23)CO1 (stereo not given)	-3	2	-1.6	-6	-0.5	-1.1	1.9	-0.7	-1.7	-6	0.9
COc1ccc(Cl)cc1N1C(=NC(=O)C2CCCCC2)SC2CS(=O)(=O)CC21 (stereo not given)	0	-3	-1.6	-22	-0.4	0.1	2.3	-2.0	0.0	-6	1.5
CC(C)Oc1ccc(N2CC(C(=O)Nc3ccc4c(c3)OCO4)CC2=O)cc1 (stereo not given)	-1	1	1.3	2	-0.5	1.4*	0.1	-1.0	-0.5	-6	4.2
CCCN(CC(=O)Nc1ccccc1OC)C(=O)CN1C(=O)NC2(CCCCC2)C1=O	-1	-2	-0.6	5	-0.8	-0.8	-0.5	0.9	-2.3	-9	-0.9
Cc1c(OCC(=O)NC(Cc2ccc(Cl)cc2)C(=O)O)ccc2c(-c3ccccc3)cc(=O)oc12 (stereo not given)	1	-2	2.3	2	-0.2	-0.2	-0.6	-0.5	-0.1	-4	3.1
O=C(N/N=C/c1ccncc1)c1ccncc1	2	-1	1.2	2	-0.5	-1.2	0.2	-1.9	4.4	-10	-1.2
O=C(Nc1ccc(Cl)cc1)C1C2C=CC3(O2)C1C(=O)N(CCCN1CCCCC1)C3C(=O)NC1CCCCC1 (stereo not given)	0	-1	-0.6	-2	0.3	-0.1	-0.2	-0.8	0.1	1	-1.5
Cc1nn(-c2ccccc2)c(C)c1/C=N/NC(=O)c1ccc(F)cc1	1	-1	-0.2	-5	0.9	-0.9	2.5	-1.2	0.1	1	-0.3
O=C(CSCc1nc2ccccc2[nH]1)N1CCN(c2cccc(Cl)c2)CC1	-4	-7	-0.1	-14	-1.1	-1.0	1.7	-1.8	-0.8	-15	-0.1
Cc1cc2oc(=O)cc(CN3CCCCC3C)c2cc1C (stereo not given)	1	-7	-1.7	-7	-0.1	-1.3	2.5	-1.1	-0.1	-31	1.1
Cn1nnnc1SCC(=O)Nc1ccc(Cl)cn1	-3	-2	-1.6	1	-0.2	-1.0	1.2	-1.7	-0.2	-7	0.7
Cc1noc(C)c1C(=O)Nc1nc(C23CC4CC(CC(C4)C2)C3)cs1	-2	8	-2.9	-6	-1.2	-2.0	2.3	2.1	-0.1	13	-0.3
O=C(CCC1N=C2c3ccccc3N=C(SCC(=O)NCC3CCCO3)N2C1=O)NCc1ccc(F)cc1 (stereo not given)	3	-103	-0.9	2	-0.3	-1.1	0.1	-2.8	-0.6	-335	0.3
CC[n+]1c(C)sc2c(C)cc(C)cc21	2	0	-1.6	3	-0.5	-0.9	1.7	0.3	0.0	15	-0.3
NC(=O)CC(NC(=O)c1cccc(Br)c1)c1ccc(NC2CCC2)c([N+](=O)[O-])c1 (stereo not given)	0	1	-0.7	-2	0.0	-1.2	1.6	2.2	0.7	11	-0.6
CC(C)[C@H](N)C(=O)N1CCC[C@@H]1C(=O)N1CCC2CCN(S(=O)(=O)c3ccccc3)CC21 (stereo not given in full)	2	-3	-0.4	5	-0.2	-0.9	x	x	1.9	3	x
O=C(Nc1ccc([N+](=O)[O-])cc1)c1cccc(S(=O)(=O)Nc2ccccn2)c1	0	0	-2.0	-5	-0.1	-1.4	-2.5	-1.0	-1.4	1	0.2
COc1ccc(S(=O)(=O)N2CCCCCC2)cc1NC(=O)CCCOc1ccccc1	-1	-4	1.5	-4	-0.2	-1.3	2.9	0.1	-2.5	-15	-0.8
S=C1c2ccccc2CN1c1ccccc1	10*	2	6.0*	1	0.0	-1.1	5.1	-2.8	5.1	3	1.2
COc1ccc(NC(=O)c2cc3ccccc3oc2=O)cc1	3	-6	5.8*	1	6.7*	1.1*	0.6	1.1	23*	-21	0.8
COCC(C)N1CCC(n2nccc2NC(=O)CCCc2ccccc2)CC1 (stereo not given)	0	2	-0.5	-2	-0.2	-1.0	1.1	0.0	0.0	-1	-0.6
COc1ccc(CCc2nc(-c3cccs3)no2)cc1	3	-5	-1.5	1	0.8	-0.6	5.7	2.3	12*	1	2.4
C/C(=N\NC(=O)C1CC1)c1cccnc1	4	1	-0.5	0	0.2	-0.9	2.6	-3.1	-1.0	1	3.0
CC(C)CNC(=O)C1(C)CCCN1Cc1ccc(S(C)(=O)=O)cc1 (stereo not given)	1	-6	0.1	-2	0.7	-1.1	1.3	2.2	0.8	-13	x
CSc1nc2c(c(=O)[nH]c(=O)n2C)n1Cc1ccccc1	-1	0	-1.9	0	0.1	-1.1	3.9	-1.3	-1.4	4	0.1
C=CCc1ccc(OCCOc2cccc(/C=N/n3cnnc3)c2)c(OC)c1	3	0	1.1	-4	1.6	-1.0	-0.3	-2.8	5.8	10	-3.5
CC(C(=O)c1ccc(-c2ccccc2)cc1)[n+]1cccc(Br)c1 (stereo not given)	-4	-5	-2.3	4	0.1	-1.0	-1.1	-0.4	0.2	6	0.1
Cc1ccc(-n2nnnc2SCC(=O)c2c(N)n(CC(C)C)c(=O)n(C)c2=O)cc1	-3	2	-0.5	-3	-0.3	-1.8	-2.2	-3.4	-1.1	3	0.1
CC(=O)Nc1cccc2c1C(=O)N(c1ccccc1C)C2=O	-4	-7	1.3	-1	-0.2	-0.3	-1.5	-0.3	0.2	-1	2.0
O=C1C(=O)N(CNc2ccccn2)c2ccccc21	-1	-5	-0.7	x	0.5	-0.3	-0.1	-1.6	-0.6	3	-1.2
O=C(COc1cccc2ccccc12)NNC(=O)c1cnccn1	-3	2	0.9	-2	-0.3	-1.4	-0.2	-0.3	1.1	1	-0.5
Cc1cccc(N2C(=O)CN=C2Nc2nc(C)cc(C)n2)c1	-1	-3	-0.9	3	-0.3	-1.1	0.1	0.0	-1.9	-2	1.1
NS(=O)(=O)c1ccc(CNC(=O)/C=C/c2ccccc2[N+](=O)[O-])cc1	-2	-2	3.4	-1	-0.5	-1.0	2.6	1.5	-3.5	-8	4.4*

Grouped by structure: the compounds so far with a furan ring, fused or not.
SMILES	SMARCA2 activ	ADAM17 inh	hcDAF12 agonist	GC-A act	DAX1 inh-1	ssDAF-12 act	FXN GAA850 act	PG9 Ab binder	hgDAF-12 ag	ADAM10 inh	DAX1 inh-2
COc1ccc(C)cc1S(=O)(=O)NCC(c1ccco1)N1CCc2ccccc2C1 (stereo not given)	-2	-5	1.1	-12	-0.3	-1.3	0.6	-0.6	-0.6	-6	-0.5
O=C(NCCNC(=O)c1ccco1)c1ccco1	-1	-2	-1.5	0	-0.2	-1.4	-1.2	1.5	0.3	-7	0.6
